CHRM5 PAM = human M5 muscarinic receptor positive allosteric modulators, primary screen, CHO-K1 cells, Fluo-8 calcium fluorescence. hit rate 0.3% among 360,000. CHO-K1 hM5, ACh EC20 PAM; 0% = ACh EC20, 100% = ACh EC100. AID 624038, 2012. activation, % at 3 µM. Muscarinic acetylcholine receptor M5 (Homo sapiens), P08912;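 active means activation above the run cutoff, the mean activation of all test compounds plus 3 SD, cut at about 18% in these data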
Target sequence (P08912 whole entry, looked up): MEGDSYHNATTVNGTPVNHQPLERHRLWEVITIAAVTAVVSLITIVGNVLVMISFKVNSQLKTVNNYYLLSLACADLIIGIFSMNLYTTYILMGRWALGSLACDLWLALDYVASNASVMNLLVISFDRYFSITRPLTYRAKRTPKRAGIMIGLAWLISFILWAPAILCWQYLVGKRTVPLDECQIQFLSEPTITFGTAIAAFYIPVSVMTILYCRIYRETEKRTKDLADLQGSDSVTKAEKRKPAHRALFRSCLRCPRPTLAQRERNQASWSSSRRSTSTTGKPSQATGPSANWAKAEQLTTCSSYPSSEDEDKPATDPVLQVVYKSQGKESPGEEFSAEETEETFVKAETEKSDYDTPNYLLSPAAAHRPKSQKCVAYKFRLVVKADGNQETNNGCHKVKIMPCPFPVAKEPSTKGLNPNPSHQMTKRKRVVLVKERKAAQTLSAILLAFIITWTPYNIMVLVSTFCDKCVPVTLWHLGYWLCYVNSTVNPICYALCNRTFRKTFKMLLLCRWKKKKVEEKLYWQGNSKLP
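System – CHO-K1 hM5 cells · Compound – 3 µM, single dose · Incubation – compound preincubation 140 s before EC20 acetylcholine addition · Technique – Fluo-8 calcium fluorescence · Measure – Max/basal fluorescence ratio as % of EC20–EC100 ACh window · Benchmarks – low control EC20 acetylcholine (0%), high control EC100 acetylcholine (100%) · Replication – singlicate, one well per test compound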
M4 PAM = human M4 muscarinic receptor positive allosteric modulators, primary screen, CHO-K1 cells, Fluo-8 calcium fluorescence. Muscarinic acetylcholine receptor M4 (Homo sapiens), P08173. CHO-K1 hM4/Gqi5, ACh EC20; 0% = ACh EC20, 100% = maximal ACh. activation, % at 3 µM. hit rate 0.4% among 360,000. AID 624126, 2012;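 active means activation above its plate's cutoff, the mean activation of sample wells plus 3 SD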; further: some results filed as inactive read as strong as hits
TAAR1 antag = human TAAR1 antagonists, primary screen, Fluo-8 calcium fluorescence, CHO RD-HGA16 cells. antagonist. inhibition, % at 3 µM. hit rate 1.5% among 360,000;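 active means inhibition above a per-plate cutoff, the mean inhibition of test compounds on that plate plus 3 SD, cut at about 49% in these data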;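 further: 0% = DMSO plus EC80 beta-PEA response and 100% = DMSO alone without agonist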
Target sequence (Q96RJ0 whole entry, looked up): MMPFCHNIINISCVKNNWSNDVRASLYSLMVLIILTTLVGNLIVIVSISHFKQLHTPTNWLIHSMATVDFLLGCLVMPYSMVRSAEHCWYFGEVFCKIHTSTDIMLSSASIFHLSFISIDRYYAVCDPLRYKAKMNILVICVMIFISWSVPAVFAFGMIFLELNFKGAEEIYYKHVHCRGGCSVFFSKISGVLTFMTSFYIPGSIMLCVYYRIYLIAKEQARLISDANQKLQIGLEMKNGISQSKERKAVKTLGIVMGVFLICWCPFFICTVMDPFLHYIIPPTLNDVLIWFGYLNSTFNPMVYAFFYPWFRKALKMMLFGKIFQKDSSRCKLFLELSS
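Test system: hTAAR1-expressing CHO RD-HGA16 cells, Gα16-coupled; Probe or stimulus: EC80 β-phenethylamine stimulus; Compound dosing: single nominal final test compound concentration of 3 µM; Timing: 140 s kinetic read after compound, 140 s after agonist; Signal: Fluo-8 calcium-sensitive fluorescence; Measure: % inhibition of agonist calcium response; Controls: DMSO and EC80 PEA controls.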
CHRM5 agonist = human M5 muscarinic receptor agonists, primary screen, CHO-K1 cells, Fluo-8 calcium fluorescence | activation, % at 3 µM | CHO-K1 hM5 cells; 0% DMSO wells, 100% maximal acetylcholine response | hit rate 0.19% among 360,000 | Muscarinic acetylcholine receptor M5 (Homo sapiens), P08912;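 active means activation above the run's mean over test compounds plus 3 SD, cut at about 23% in these data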;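 further: signal is peak over basal fluorescence ratio across the kinetic read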
M1 PAM parental = nonselective calcium activators in parental CHO-K1 cells, primary screen, counter-screen for M1 PAM project, cell-based, Fluo-8 calcium fluorescence, full deck, 1536-well; ATP EC20; 0% at ATP EC20, 100% at ATP max; activation, % at 3 µM; hit rate 0.02% among 360,000;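 active means activation above the run cutoff, the mean activation of all test compounds plus 3 SD, cut at about 40% in these data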;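 further: peak over basal fluorescence ratio in a 140 s read after ATP addition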
TAAR1 ag = human TAAR1 agonists, primary screen, Fluo-8 calcium fluorescence, CHO RD-HGA16 cells. AID 624467, 2012. Trace amine-associated receptor 1 (Homo sapiens), Q96RJ0. vehicle wells 0%, saturating PEA agonist 100%. hit rate 0.99% among 360,000. activation, % at 3 µM;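 active means activation above the mean activation of all test compounds in the run plus 3 SD, cut at about 38% in these data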
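System: CHO-derived RD-HGA16 cells with stable Gα16 and human TAAR1. Times: 17-24 h plating, Fluo-8 75 min 37 °C, 30 min RT. Measured by: calcium-sensitive Fluo-8 signal, excitation 470-495, emission 515-575 nm. Read-out basis: % activation relative to PEA EC100 response. Control set: DMSO and PEA EC100. Repeats: no replicates (n 1).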
CRFR2-BP ag = agonists of CRF-BP/CRF-R2 complex, primary screen, cell-based, HEK293, calcium dye fluorescence, uHTS. calcium dye fluorescence (FLIPR); percent of saturating CRF peptide response. activation, % at 13.2 µM. hit rate 0.46% among 350,000. AID 588473, 2011;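 active means activation of at least 50%, plus an integration ratio under a set limit after plate pattern correction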;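 further: plate controls were neutral control wells without compound for no effect and CRF at EC100 for full effect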
CRFBP-R2 block = antagonists of CRF-BP/CRF-R2 complex, primary screen, cell-based, HEK293, calcium dye fluorescence, uHTS; CRF-induced calcium fluorescence; inhibition, % at 11.8 µM; hit rate 0.59% among 350,000; AID 588475, 2011;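 active means inhibition of the ligand-induced calcium signal above about 50% at the single tested concentration, limit read from the data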
M5 antag = human M5 muscarinic receptor antagonists, primary screen, CHO cells, Fluo-8 calcium fluorescence. Muscarinic acetylcholine receptor M5 (Homo sapiens), P08912. CHO-hM5 cells, ACh EC80. inhibition, % at 3 µM. hit rate 0.59% among 360,000. AID 624040, 2012;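 active means inhibition above a per-plate cutoff, the mean of that plate's test compounds plus 3 SD, cut at about 27% in these data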;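 further: 0% = acetylcholine EC80 with DMSO and 100% = DMSO without agonist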
Active calls of the source: *; nt = not tested or not shown.

SMILES	CHRM5 PAM	M4 PAM	TAAR1 antag	CHRM5 agonist	M1 PAM parental	TAAR1 ag	CRFR2-BP ag	CRFBP-R2 block	M5 antag
Cc1ccc(OCc2cc(C(=O)NCCn3cccn3)no2)cc1C	-3	8	-7	-3	23	7	-2.7	1	-2
Cn1c2cc(Br)sc2c2cnn(Cc3c(F)cccc3Cl)c(=O)c21	-6	4	2	0	13	2	-2.7	-9	7
CCCC(=O)C1=C(O)C(C(=O)OC)C(C)(C)CC1=Nc1ccccc1 (stereo not given)	3	7	6	-1	20	4	-1.7	-27	-1
CN1CCN(C2CN(Cc3ccccc3)S(=O)(=O)C2)CC1 (stereo not given)	5	2	-17	-2	18	1	nt	nt	-7
CCP(=O)(c1ccccc1)C(C)(C)O (stereo not given)	-3	2	-3	-1	3	1	-0.7	17	14
CCOc1ccc(NC(=O)CN(C)C(=O)Cc2sc(C)nc2-c2ccc(F)cc2)cc1OCC	4	2	6	2	7	-1	-5.6	-3	0
COc1ccc(-c2noc(C(C)NC(=O)c3ccco3)n2)cc1OC (stereo not given)	-7	-6	21	-2	-7	0	0.6	0	17
CSc1cccc(NC(=O)CCCNC(=O)c2ccc(Cl)cc2)c1	-4	5	5	-3	8	5	-1.1	-41	10
Cc1ccc(COc2ccsc2C(=O)O)cc1	-4	-2	-9	-3	18	-1	0.7	3	-6
CC(C)C(N)c1csc(Nc2cc(Oc3ccccc3)ncn2)n1 (stereo not given)	-1	-2	-6	-2	11	12	nt	nt	3
O=C(NCC(=O)N(Cc1ccco1)C(C(=O)NC1CCCC1)c1cccnc1)c1ccco1 (stereo not given)	-2	-1	2	-8	4	1	4.2	-9	2
CC(=O)c1ccc(NC(=O)C(C)OC(=O)C2CC(=O)N(c3ccc4c(c3)OCCO4)C2)cc1 (stereo not given)	-1	-3	-13	1	3	4	-0.1	-6	8
CS(=O)(=O)c1ccc(CNC(=O)[C@]2(C(F)(F)F)C[C@H](CCc3ccccc3)CCCO2)cc1	-1	6	6	-9	10	8	-0.5	-12	5
CNC(=S)N(CCc1c(C)[nH]c2ccc(C)cc12)Cc1cc(OC)c(OC)c(OC)c1	2	4	5	3	2	5	-2.5	-24	-6
Nc1nonc1-n1nnc(C(=O)N/N=C/c2c(Cl)cccc2Cl)c1CSC1=NCCS1	3	3	-9	-2	15	1	4.1	-3	-3
O=C(Cc1cn2ccsc2n1)Nc1cccc2cnccc12	1	4	1	0	15	-3	-1.4	-4	-2
O=C(Nc1ccnn1C1CCN(Cc2c(F)cccc2Cl)CC1)C1CCCC1	-1	-1	-4	-1	18	1	0.3	-6	-1
Oc1[nH]c2ccccc2c1N=NC(=S)NCCc1ccccc1	-6	-8	-5	-6	12	-1	-2.9	-9	2
CCc1ccc(-c2nc(SCC(=O)c3c(N)n(C)c(=O)n(C)c3=O)n[nH]2)cc1	1	1	-18	4	-16	0	0.5	18	8
O=C(Nc1ccc(N2CCOCC2)cc1)c1ccc(Cl)nc1	0	16	nt	-1	19	nt	-3.4	20	-1
CC(C)CC1Nc2ncnc(N3CCOCC3)c2N(Cc2ccc(Br)cc2)C1=O (stereo not given)	6	5	2	-4	-1	9	1.0	-3	-10
S=C(NCCCN1CCOCC1)Nc1ccc(Nc2ccccc2)cc1	1	-1	7	-6	18	3	-0.7	-1	9
CNc1ncnc2c1ncn2[C@H]1CN(Cc2ccc(Cl)cc2)C[C@@H](CO)O1	-5	-3	6	2	12	2	nt	nt	3
CCn1c(=O)c(C(=O)NNS(=O)(=O)c2ccc(NC(=O)OC)cc2)c(O)c2ccccc21	-5	-1	-2	-1	-2	3	-3.5	-5	9
O=C(O)CSc1nnc2n(-c3ccccc3)c(=O)c3ccccc3n12	4	-1	8	-1	9	-2	-1.0	8	-1
COc1ccc(CN2C(=O)C(C)N(C(=O)c3c(F)cccc3F)c3ccccc32)cc1 (stereo not given)	-12	-11	19	-1	14	7	11	6	11
O=C(CSc1nnc(-c2ccncc2)o1)Nc1cccc(F)c1	0	3	-14	3	14	4	0.0	13	5
COc1cc(NC(=O)c2csc3c2CCCC3)ncn1	5	-3	-40	-2	-8	-3	-0.9	-35	6
CC1(C)CC(=O)C2=C(C1)NC(SCC(=O)Nc1ccccc1)=C(C#N)C2c1ccco1 (stereo not given)	-1	-2	-1	-2	12	19	2.8	-32	-2
COc1ccc(OC)c(CCNC(=O)CC2(CC3=NS(=O)(=O)c4ccccc4N3)CCCC2)c1	-10	-7	41	1	16	8	-1.8	43	6
C=CCNC(=O)Nc1ccc2nc(C)sc2c1	7	11	0	1	31	8	-0.5	-5	-8
Cc1cc(C)cc(NC(=O)C(C)N2C(=O)c3ccccc3C2=O)c1 (stereo not given)	-2	3	-5	0	3	-2	0.7	3	5
O=C(Nc1sc2c(c1C(=O)NCC(O)CO)CCCC2)c1ccccc1 (stereo not given)	1	-5	-9	1	-16	15	-2.9	6	14
O=C(NCc1ccncc1)C(=O)NCC1OCCN1S(=O)(=O)c1ccc(F)cc1 (stereo not given)	-7	12	-7	-1	-10	3	-0.9	1	-1
CC(=O)c1ccc(Nc2nc(CN)cs2)cc1	-2	1	1	0	8	12	nt	nt	-2
Cc1ccc(C(=O)NCCNS(=O)(=O)c2ccccc2)cn1	-2	-3	-12	-1	7	-1	-1.1	-8	6
O=C(NCc1ccco1)c1cc(S(=O)(=O)NC2CC2)ccc1Br	-1	3	-10	1	4	0	0.4	15	11
COc1ccc(CCn2c(-c3cccc([N+](=O)[O-])c3)nc3nc4ccccc4nc32)cc1OC	1	-2	11	1	13	1	-2.4	14	-7
C=CCOc1ccc(C2NC(=S)NC(C)=C2C(=O)c2ccccc2)cc1OC (stereo not given)	-4	13	9	0	10	6	0.1	24	10
Cc1ccc(CCNS(=O)(=O)c2c(C)nc3sccn3c2=O)cc1	-1	5	-25	1	-5	1	-4.9	10	-3
COc1ccc(COC[C@H](C)[C@H](O)[C@@H](C)[C@H]2OC(=O)[C@@H]2C)cc1	0	5	6	1	15	2	-0.1	-6	5
Cc1ccc(CN(Cc2ccco2)S(=O)(=O)c2ccc(S(=O)(=O)NCC3CCCO3)cc2)cc1 (stereo not given)	-5	-6	22	-2	9	2	15	9	7
Cn1c2ccccc2c2nnc(NN)nc21	-1	-10	-16	1	25	0	-2.8	-7	4
C[C@@H]1CN([C@H](C)CO)S(=O)(=O)c2ccc(C#Cc3ccccc3F)cc2O[C@@H]1CN(C)C(=O)Cc1ccccc1	-6	-6	48	-2	15	6	-1.0	18	-2
COc1cccc(CN(C)Cc2nc3cc(C(F)(F)F)ccc3c(=O)[nH]2)c1	0	8	-22	1	5	-2	-4.2	-20	4
CS(=O)(=O)N1CCN(C(=O)Cc2ccccc2Cl)CC1	1	3	-2	0	-11	6	1.7	5	14
Cc1cccc(NC(=O)COC(=O)CC2CCCC2)c1C	0	3	2	0	-25	-1	-3.0	4	-3
Cn1cc([N+](=O)[O-])c(C(=O)NNC(=O)c2ccc([N+](=O)[O-])cc2)n1	-1	11	-24	1	1	2	-1.0	-2	7
Cc1ccc(COc2ccc(S(=O)(=O)N3CCCC3)cc2C(N)=O)cc1	4	1	-2	1	4	2	-0.6	1	0
Cc1ccc(C(=O)CCC(=O)OCC(=O)N(CC(C)C)c2c(N)n(Cc3ccccc3)c(=O)[nH]c2=O)cc1	5	2	-35	3	10	-1	1.3	2	3
Cc1ccc(C)c(NC(=S)Nc2cccnc2)c1	1	-4	-30	2	-6	1	0.0	-7	9
COc1ccccc1-c1cnc2c(c1)C(=O)N([C@@H](C)CO)C[C@@H](C)[C@H](CN(C)C(=O)c1cccnc1)O2	1	2	-8	0	20	6	0.6	-29	4

Shown as a markdown table: 11 of the compounds above.
| Compound | CHRM5 PAM | M4 PAM | TAAR1 antag | CHRM5 agonist | M1 PAM parental | TAAR1 ag | CRFR2-BP ag | CRFBP-R2 block | M5 antag |
| --- | --- | --- | --- | --- | --- | --- | --- | --- | --- |
| C=CCOc1ccc(C2NC(=S)NC(C)=C2C(=O)c2ccccc2)cc1OC (stereo not given) | -4 | 13 | 9 | 0 | 10 | 6 | 0.1 | 24 | 10 |
| Cc1ccc(CCNS(=O)(=O)c2c(C)nc3sccn3c2=O)cc1 | -1 | 5 | -25 | 1 | -5 | 1 | -4.9 | 10 | -3 |
| COc1ccc(COC[C@H](C)[C@H](O)[C@@H](C)[C@H]2OC(=O)[C@@H]2C)cc1 | 0 | 5 | 6 | 1 | 15 | 2 | -0.1 | -6 | 5 |
| Cc1ccc(CN(Cc2ccco2)S(=O)(=O)c2ccc(S(=O)(=O)NCC3CCCO3)cc2)cc1 (stereo not given) | -5 | -6 | 22 | -2 | 9 | 2 | 15 | 9 | 7 |
| Cn1c2ccccc2c2nnc(NN)nc21 | -1 | -10 | -16 | 1 | 25 | 0 | -2.8 | -7 | 4 |
| C[C@@H]1CN([C@H](C)CO)S(=O)(=O)c2ccc(C#Cc3ccccc3F)cc2O[C@@H]1CN(C)C(=O)Cc1ccccc1 | -6 | -6 | 48 | -2 | 15 | 6 | -1.0 | 18 | -2 |
| COc1cccc(CN(C)Cc2nc3cc(C(F)(F)F)ccc3c(=O)[nH]2)c1 | 0 | 8 | -22 | 1 | 5 | -2 | -4.2 | -20 | 4 |
| CS(=O)(=O)N1CCN(C(=O)Cc2ccccc2Cl)CC1 | 1 | 3 | -2 | 0 | -11 | 6 | 1.7 | 5 | 14 |
| Cc1cccc(NC(=O)COC(=O)CC2CCCC2)c1C | 0 | 3 | 2 | 0 | -25 | -1 | -3.0 | 4 | -3 |
| Cn1cc([N+](=O)[O-])c(C(=O)NNC(=O)c2ccc([N+](=O)[O-])cc2)n1 | -1 | 11 | -24 | 1 | 1 | 2 | -1.0 | -2 | 7 |
| Cc1ccc(COc2ccc(S(=O)(=O)N3CCCC3)cc2C(N)=O)cc1 | 4 | 1 | -2 | 1 | 4 | 2 | -0.6 | 1 | 0 |
